14-3-3 Bad inh – disrupts binding of bovine 14-3-3 zeta to phospho-Bad peptide; 0.71% of 220,000 active; TR-FRET 14-3-3zeta/Dy647-pBad peptide displacement, 1 h; inhibition, % at 21.7 µM; P63103;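 active = inhibition above about 70%, limit read from the data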;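 note: 0% = full 14-3-3 plus peptide FRET controls and 100% = background without 14-3-3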
Target sequence (P63103 whole entry, looked up): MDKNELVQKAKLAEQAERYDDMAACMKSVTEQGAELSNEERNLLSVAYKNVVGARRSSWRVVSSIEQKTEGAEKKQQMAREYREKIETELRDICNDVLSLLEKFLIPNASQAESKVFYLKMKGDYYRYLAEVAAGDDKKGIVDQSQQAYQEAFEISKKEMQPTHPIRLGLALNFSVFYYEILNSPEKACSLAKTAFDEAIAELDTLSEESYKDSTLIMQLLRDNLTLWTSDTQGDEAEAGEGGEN
eIF4E-4G inh – eIF4E/eIF4G interaction inhibition in translation initiation. inhibition, % at 21.7 µM. 0.37% of 220,000 active. TR-FRET eIF4E-eIF4GI(517-606) binding, 2 h. P63073+Q04637;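 active = inhibition above about 30%, limit read from the data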;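 note: 0% = full FRET control wells and 100% = background wells lacking eIF4GI fragment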
FXIIa inh – factor XIIa (human) inhibition; P00748; AID 800; 0.3% of 220,000 active; inhibition, % at 5 µM; purified FXIIa, Boc-QGR-AMC fluorogenic substrate, 2 h; in the data active = inhibition above about 40%;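 note: 0% = enzyme with no compound and 100% = blank without enzyme; many of its hits are not listed in these tables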
hK5 inh – blocks human kallikrein 5 protease activity; 0.59% of 210,000 active; recombinant hK5, fluorogenic AMC substrate cleavage; Q9Y337; inhibition, % at 5 µM; AID 873;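 active = inhibition of 40% or more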;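 note: 0% = enzyme controls without compound and 100% = no-enzyme blanks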
Target sequence (Q9Y337 67-293 limits assumed): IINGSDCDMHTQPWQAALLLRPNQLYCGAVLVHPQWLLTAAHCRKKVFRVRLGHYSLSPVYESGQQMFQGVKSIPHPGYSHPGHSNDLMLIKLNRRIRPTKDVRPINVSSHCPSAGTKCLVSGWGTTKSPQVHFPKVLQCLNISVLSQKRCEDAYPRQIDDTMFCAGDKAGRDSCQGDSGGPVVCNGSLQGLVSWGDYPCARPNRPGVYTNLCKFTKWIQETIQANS
Mdm2 ligase inh – Mdm2 E3 ligase (human) inhibition | AID 1230 | Q00987 | signal enhancement, % at 5 µM | cell-based MDM2 ubiquitination luciferase reporter, 2 h; 0 = plate control, 100 = twice control, blank-subtracted | 0.11% of 210,000 active;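 active = signal enhancement of 30% or more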;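 note: luminescence tracks abundance of the self-degrading MDM2-luciferase fusion protein; higher signal means inhibition of MDM2 E3 ligase activity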
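Assay system: stable mammalian line carrying autodegrading MDM2–luciferase fusion reporter; amount: 2000 cells seeded into each well; buffer or medium: DMEM; benchmarks: plate control and blank wells; signal: luciferase luminescence; timing: 2 h compound exposure at 37 °C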
p97 ATPase inh – inhibitors of human p97 ATPase | AID 1481 | 0.42% of 220,000 active | inhibition, % at 8 µM | P55072 | recombinant p97 ATPase, Kinase-Glo ATP luminescence, 3 h; in the data active = inhibition above about 15%;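 note: 0% = DMSO vehicle and 100% = wells lacking enzyme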
Wee1 degr inh – blocks degradation of human Wee1 kinase | HeLa Luc-Wee1K328M stability, luciferase luminescence; 100% = proteasome inhibitor MG132 effect | reporter increase, % at 5 µM | 1.2% of 220,000 active;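 active = activation above the mean of all tested compounds plus 3 SD, set per screening run, cut at about 8.8% in these data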;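 note: cells exposed to compound for 20 h before luminescence read; 0% = DMSO alone and 100% = MG132 at 30 µM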
FXIa inh – inhibitors of human coagulation factor XIa | inhibition, % at 5 µM | P03951 | purified FXIa, Boc-Glu-Ala-Arg-AMC fluorogenic substrate | 0.14% of 220,000 active;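 active = inhibition of at least 40%; inactive = inhibition below 40%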;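 note: fluorescence of freed AMC excited at 355 nm; 0% = enzyme without compound and 100% = no enzyme blank; many of its hits are not listed in these tables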
Rad51 HR inh – Rad51 (human) homologous recombination inhibition | Q06609 | 0.085% of 200,000 active | AID 1385 | hRad51 DNA strand exchange, fluorescence dequenching | inhibition, % at 10 µM;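 active = inhibition above 40% at the single screening dose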;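 note: 0% = DMSO control wells and 100% = blanks with heterologous ssDNA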
Target sequence (Q06609 whole entry, looked up): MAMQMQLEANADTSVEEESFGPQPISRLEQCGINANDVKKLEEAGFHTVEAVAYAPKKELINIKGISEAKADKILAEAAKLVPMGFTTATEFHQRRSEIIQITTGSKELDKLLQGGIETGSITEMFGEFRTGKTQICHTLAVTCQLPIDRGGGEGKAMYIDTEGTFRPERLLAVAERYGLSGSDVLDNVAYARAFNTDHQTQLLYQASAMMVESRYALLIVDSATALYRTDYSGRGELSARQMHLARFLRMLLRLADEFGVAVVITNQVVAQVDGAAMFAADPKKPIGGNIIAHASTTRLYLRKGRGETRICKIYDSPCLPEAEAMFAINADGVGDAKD
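Material: human Rad51–ssDNA filaments; Probe or stimulus: labelled 47-mer dsDNA for strand exchange; Doses: single 10 µM dose; Incubation: 37 °C 15-min filament assembly, 30-min compound preincubation, 15-min exchange; Technique: FRET fluorescence dequenching, excitation 485 nm, emission 520 nm; Measure: Fluorescence-based percent inhibition, control- and blank-normalised; Benchmarks: plate control and blank wells.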
Starred values were filed as active, the others as inactive; x = no result given; [ ] = remark or other dose.

Molecule	14-3-3 Bad inh	eIF4E-4G inh	FXIIa inh	hK5 inh	Mdm2 ligase inh	p97 ATPase inh	Wee1 degr inh	FXIa inh	Rad51 HR inh
CC(/C=N/NC(=O)c1ccc(CN2c3cccc4cccc(c34)S2(=O)=O)cc1)c1ccccc1 (stereo not drawn)	-2	-7	5	9	-10	-3	-1	-11	-2
COc1ccc2nc(N3CCCC(C(=O)NCCCN4CCN(C)CC4)C3)sc2c1 (stereo not drawn)	-1	7	-4	-9	-14	1	0	-8	-5
Cc1ccc(S(=O)(=O)N2CCN(c3nc(C)nc4sc5c(c34)CCC(C)C5)CC2)cc1 (stereo not drawn)	1	-9	10	-10	-5	-3	3	1	4
COc1ccccc1NC(=O)C(Cc1ccc(Cl)cc1)c1nn[nH]n1 (stereo not drawn)	-3[fluorescence artefact?]	-9	-1	-30	-9	-2	-1	-6	-3
O=C(Nc1ccc(N2CCN(C(=O)c3ccco3)CC2)cc1)c1cccnc1Cl	-5	-1	2	-2	1	6	-1	-4	8
CC(NC(=O)c1ccc(N2CCNCC2)c([N+](=O)[O-])c1)C12CC3CC(CC(C3)C1)C2 (stereo not drawn)	-7	-7	-4	-16	-5	-3	-1	0	-2
Nc1c(C(=O)NCCN2CCOCC2)c2nc3ccccc3nc2n1-c1ccccc1	10	9	3	-123	-14	-5	-3	2	-2
O=S(=O)(NCCc1ccccc1)c1ccc(S(=O)(=O)N2CCCCC2)cc1	3[fluorescence artefact?]	2	10	-4	-2	3	-2	2	-2
O=C(Cc1cccs1)NNC(=S)NCc1ccc(Cl)cc1	-8	-10	17	-235	3	0	1	1	4
CCOC(=O)C1CCN(c2ncnc3c2c(-c2ccccc2)cn3-c2ccccc2)CC1	-19	4	5	1	0	-3	-1	-2	1
COc1ccc(C2c3c(ncn(CCCO)c3=N)Oc3ccc4ccccc4c32)cc1OC (stereo not drawn)	-8	-1	7	1	-7	6	3	-1	x
O=C(CSc1nc(C2CC2)nc2sc3c(c12)CCCC3)NCc1ccco1	17	-1	-10	-3	-9	4	0	0	-3
Clc1ccc(-c2nc(Cc3ccccc3)no2)cc1	0	-5	20	-25	-16	-7	-2	18	-2
COc1ccc(-c2oc(NC(=O)c3ccc(C)cc3)c(C#N)c2-c2ccc(OC)cc2)cc1	87*[fluorescence artefact?]	-12[fluorescence artefact?]	8	4	x	0	0	1	3
O=C(Cn1c(NCCO)nc2ccccc21)c1cccs1	35[fluorescence artefact?]	9	-8	1	-13	3	-3	-9	10
Cc1nc2ccccn2c1C(=O)N/N=C/c1ccc([N+](=O)[O-])cc1	0	-10	6	0	2	3	3	0	4
CCO[C@@H]1OC(C(=O)O)=C[C@H](c2ccc3c(c2)OCO3)[C@H]1CCCO	4	0	9	1	x	4	2	1	-5
CCCCNC(=O)CSc1nc2cc(OC)c(OC)cc2c(=O)n1Cc1ccc(OC)cc1	8[fluorescence artefact?]	-26	29	6	0	2	3	-3	-2
O=C(Nc1ccc(N2CCN(C(=O)c3ccccc3F)CC2)cc1)c1ncn[nH]1	-19	-5	13	1	-6	3	-3	23	5
COC(=O)c1c(O)cc(=O)n2c1CCCCC2	-12	-4	6	-1	8	6	0	-1	-2
Cc1ccccc1C(=O)OCCCN=C1NS(=O)(=O)c2ccccc21	4	4	15	5	x	-2	-1	11	-1
O=C(Nc1ccccc1C(F)(F)F)c1cc(-c2ccccc2O)on1	-2	1	-5	-4	4	3	-2	-11	0
O=C(Cn1c2c(sc1=O)C1c3ccccc3OCC1CS2)Nc1ccc(Cl)cc1 (stereo not drawn)	0	0	10	-7	5	3	2	4	21
CN1CCN(CC(=O)n2c3c(c4ccccc42)CCCC3)CC1	3	4	18	2	-7	6	-2	5	3
Cc1noc(C)c1S(=O)(=O)Nc1ccccc1Oc1ccccc1	-1	-1	2	10	-20	5	-2	-10	-24
O=C(NC(=S)Nc1ccc(N2CCOCC2)cc1)c1cccc(Cl)c1	-23[fluorescence artefact?]	-7[fluorescence artefact?]	11	-5	-7	3	-2	8	x
Cc1nnc(SCC(=O)Nc2ccc(Oc3ccccc3)cc2)n1N	2	3[fluorescence artefact?]	9	-8	-19	-1	-2	0	-3
Cc1ccc(CN2CCN(Cc3cnc(N4CCOCC4)s3)CC2CCO)cc1 (stereo not drawn)	-7	-1	12	4	-1	6	3	0	4
Cc1c(C(=O)O)oc2c1/C(=N\O)CCC2	-7	-4	13	-26	0	0	5	1	-1
Cc1cccc(NC(NC(=O)c2ccccc2[N+](=O)[O-])C(Cl)(Cl)Cl)c1 (stereo not drawn)	-2[fluorescence artefact?]	-6	5	-11	2	2	-2	-13	19
Cc1cnn(C(=O)c2ccccc2Br)c1	-7	9	19	-6	-20	4	-2	0	7
CC(=O)Nc1cccc(/C(C)=N/NC(=O)c2c(-c3ccccc3Cl)noc2C)c1	-1[fluorescence artefact?]	2	21	-13	-15	2	-1	15	-38
O=C(CCCn1c(=S)[nH]c2ccsc2c1=O)Nc1ccc2c(c1)OCO2	-19	4	1	-7	-9	2	0	-5	23
Cc1sc(Nc2ccc([N+](=O)[O-])cc2)nc1-c1c(C)n(C)n(-c2ccccc2)c1=O	-2	9	2	-5	-36	-1	0	-3	-8
CC1=C(C(=O)Nc2ccccc2)C(c2ccncc2)C(C#N)=C(SCC(=O)Nc2ccccc2)N1 (stereo not drawn)	-3	4	5	-10	-26	5	-1	-8	-5
COc1ccc(S(=O)(=O)N2CCCC(C(=O)N3CCN(C)CC3)C2)cc1C (stereo not drawn)	-13	5	19	-7	0	0	1	5	-1
O=C(Cc1ccc(Cl)cc1Cl)Nc1cccc(S(=O)(=O)Nc2ccccc2F)c1	8[fluorescence artefact?]	2	5	-23	-13	-2	2	7	-1
COc1ccc(OC)c(C(C)NC=O)c1 (stereo not drawn)	10	-6	17	20	-14	8	2	4	4
CC(C)CN1CCC(CN(C)Cc2nc(-c3cnccn3)no2)CC1	-11	3	4	-7	9	0	2	-3	x
O=C(Nc1ccccc1Cl)NC1(C(=O)N2CCCCC2)CCCCC1	1	-2	14	-2	-4	-2	-1	5	-8
Cn1c(=O)c2c(n(Cc3ccccc3)c1=O)NC(=O)C2CC(=O)NCc1cccc(Cl)c1 (stereo not drawn)	6	4	33	1	-35	-9	-2	22	-4
CCOc1ccc2nc(SCc3ccc(F)cc3)sc2c1	-6	0[fluorescence artefact?]	-2	-8	2	0	-1	-5	x
COCCn1c(C)cc(C(=O)CSc2n[nH]c(N)n2)c1C	5	-4	3	-3	-11	6	0	-5	5
CCc1ccccc1NC(=S)NCc1cccn1C	-13	4	10	-22	-9	1	8	2	-1
CCOC(=O)c1c(NS(=O)(=O)c2ccc(Br)cc2)sc2c1CCC2	0	-3	10	-9	x	2	-1	2	-6
CCOC(=O)c1[nH]c2ccccc2c1NC(=O)c1ccc(S(=O)(=O)N2CCCC2)cc1	1[fluorescence artefact?]	6[fluorescence artefact?]	7	-10	x	1	-3	-6	x
COc1ccc(C(C)=O)cc1COC(=O)c1ccc(S(=O)(=O)N(C)C)cc1	-4	0	10	-4	-6	-4	3	2	9
COC(=O)c1ccc(OCCOc2ccccc2)cc1	5	-2	5	-14	-18	-1	-2	-6	13
CC(=O)c1ccc(N2CCN(C(=O)C3(S(=O)(=O)c4ccc(Cl)cc4)CC3)CC2)cc1	-4	1	0	-7	-8	1	2	-3	2
Cc1ccc(S(=O)(=O)CC(O)COc2ccc(F)cc2Cl)c(C)c1 (stereo not drawn)	25	1	2	-4	-13	-2	0	-8	-4
C/C(=C/CCC(C)C1CCC2(C)C3CCC4C(C)(C)C(=O)CCC4(C)C3=CCC12C)C(=O)O (stereo not drawn)	-3	4	3	-2	-7	x	x	-1	-9
O=C1NCC(COCc2ccccc2)O1 (stereo not drawn)	6	-2[fluorescence artefact?]	26	1	-20	4	-1	16	0
COn1c(SCC(=O)N(C)C)nc2ccccc2c1=O	6	-2	3	-7	-5	-3	2	-1	-2
Cc1ccc(NC(=O)Cc2c(C(=O)O)n(C)c3ccccc23)cc1F	1	2	10	x	-14	-4	-1	7	x
COc1cc(C2/C(=C(\O)c3ccc4c(c3)CC(C)O4)C(=O)C(=O)N2Cc2ccco2)ccc1O (stereo not drawn)	1	3[fluorescence artefact?]	22	-9	-14	3	0	17	-38
O=C(CCCl)Nc1ccc(S(=O)(=O)NCc2ccco2)cc1	0	-2	13	4	x	4	4	3	3
CCC1C(=O)N=C(SCC(=O)Nc2ccc(Br)cn2)NC1=O (stereo not drawn)	-9	0	9	-7	2	-3	-2	5	-1
CSc1ccc(/C=N\NC(=O)CC(=O)NC(C)C)cc1	-2	-4	4	-3	-15	7	4	0	3
O=C(CCc1ccccc1)NNC(=O)Cc1ccc(Cl)cc1	-10	4	4	-7	-6	4	1	-5	27
C/C(=N\OC(=O)NC(C)C)c1sc(-c2ccc(Cl)cc2)nc1C	-2	10	13	58*	-16	-8	5	8	0

A second format for two compounds above.
compound: C/C(=N\OC(=O)NC(C)C)c1sc(-c2ccc(Cl)cc2)nc1C
- 14-3-3 Bad inh: -2
- eIF4E-4G inh: 10
- FXIIa inh: 13
- hK5 inh: 58*
- Mdm2 ligase inh: -16
- p97 ATPase inh: -8
- Wee1 degr inh: 5
- FXIa inh: 8
- Rad51 HR inh: 0

compound: Cc1ccc(S(=O)(=O)CC(O)COc2ccc(F)cc2Cl)c(C)c1 (stereo not drawn)
- 14-3-3 Bad inh: 25
- eIF4E-4G inh: 1
- FXIIa inh: 2
- hK5 inh: -4
- Mdm2 ligase inh: -13
- p97 ATPase inh: -2
- Wee1 degr inh: 0
- FXIa inh: -8
- Rad51 HR inh: -4

Following part.
Molecule	14-3-3 Bad inh	eIF4E-4G inh	FXIIa inh	hK5 inh	Mdm2 ligase inh	p97 ATPase inh	Wee1 degr inh	FXIa inh	Rad51 HR inh
C=CCOc1cccc(/C=N/NC(=O)C(=O)NCc2ccco2)c1	8	-5	14	-2	-19	-1	-2	6	x
Cc1ccc(C(=O)COc2ccccc2N2C(=O)c3ccccc3C2=O)cc1	1[fluorescence artefact?]	-1[fluorescence artefact?]	8	-3	-1	4	2	4	-4
CCOC(=O)c1c(N2C(=O)Nc3ccccc3N2O)sc2c1CCCCC2	-15	4	7	-22	4	0	-2	1	-3
Cc1cc2ncn(-c3ncnc4sc5c(c34)CCCC5)c2cc1C	3	2[fluorescence artefact?]	7	-8	-11	-1	1	-1	-4
CC(C(=O)Nc1ncn[nH]1)N1C(=O)c2ccccc2C1=O (stereo not drawn)	-8	0[fluorescence artefact?]	15	-11	x	5	3	2	-7
CCCCNC(=O)NNC(=O)c1cc(C)on1	-1	-5	4	-2	-12	8	-1	0	x
O=C(O)/C=C/C(=O)Nc1ccc(Cl)cc1C(=O)c1ccccc1	2	4	6	3	-13	2	0	13	2
CCN(CC)CCCC1(CN)OCCc2ccccc21 (stereo not drawn)	-1	4	12	-26	-12	-2	0	6	-8
CNC(=O)NNC(=O)c1csc(Cc2c(Cl)sc3ccc(Cl)cc23)n1	-8	0	9	-12	-7	-2	0	-1	-1
O=[N+]([O-])c1ccccc1OCCCn1cnc2ccccc21	24	1	-11	-28	-11	0	3	-9	4
Clc1ncc2[nH]cnc2n1	2	0	-1	-23	-8	2	0	4	5

Random draw from the library. About 3.5% of those tested had a hit in this group.
